High-throughput results from PubChem BioAssay.
12-LOX inh = ALOX12 (human) lipoxygenase inhibition; 580,000 compounds, 1.1% hits; purified 12hLO, xylenol orange hydroperoxide absorbance; Potency, µM (titrated, usually from 108 µM), inactives show at the highest dose activity change, negative = inhibition, hits mostly inhibitors; active = well fitted inhibition curve with a large enough effect; inconclusive = small, poorly fitted or top-dose-only effect, or another doubt; inactive = no such curve, though single readings can be large or run the other way
Target sequence (P18054 whole entry, looked up): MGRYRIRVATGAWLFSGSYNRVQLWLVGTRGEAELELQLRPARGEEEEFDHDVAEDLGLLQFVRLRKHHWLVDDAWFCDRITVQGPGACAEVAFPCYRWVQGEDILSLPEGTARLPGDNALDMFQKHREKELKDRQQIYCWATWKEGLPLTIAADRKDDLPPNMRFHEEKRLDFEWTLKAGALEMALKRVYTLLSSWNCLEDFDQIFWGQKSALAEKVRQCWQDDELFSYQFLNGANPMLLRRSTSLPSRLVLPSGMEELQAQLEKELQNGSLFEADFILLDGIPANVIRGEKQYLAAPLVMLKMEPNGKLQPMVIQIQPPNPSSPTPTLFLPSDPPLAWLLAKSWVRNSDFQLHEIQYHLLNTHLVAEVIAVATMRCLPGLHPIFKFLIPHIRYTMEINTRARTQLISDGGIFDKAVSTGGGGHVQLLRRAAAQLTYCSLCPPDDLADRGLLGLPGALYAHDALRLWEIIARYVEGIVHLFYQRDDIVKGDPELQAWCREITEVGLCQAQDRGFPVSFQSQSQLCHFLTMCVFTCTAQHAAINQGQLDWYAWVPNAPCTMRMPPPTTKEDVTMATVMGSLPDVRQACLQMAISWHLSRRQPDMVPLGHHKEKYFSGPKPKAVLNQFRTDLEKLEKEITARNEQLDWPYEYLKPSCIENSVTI
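Hydroperoxide product was detected by ferrous iron/xylenol orange as the 573 to 405 nm absorbance ratio. Arachidonic acid at 40 uM (final) was turned over for 30 min at room temperature by 150 nM human 12hLO, pH 7.0 Hepes buffer, after 15 min compound preincubation.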
An asterisk follows results filed as active; ? = inconclusive; & = joins results of further samples; [ ] = another dose, or the depositor's remark. % is scaled to controls: 0 for no effect and ±100 for the full control effect; potency is read from the fitted curve at half-maximal effect. Some of the compounds tested; rates above refer to the full screens.

No.	canonical_smiles	12-LOX inh
1	O=C1N(CCCc2ccccc2)CCCC1(O)CN1CCN(CCO)CC1 (stereo unspecified)	-6%
2	CSc1ccc(-c2ccccc2C=O)cc1	0%[12.5 µM]
3	CN(C)C[C@@H]1CN(Cc2ccccc2)C[C@H]1NC(=O)c1cnco1	47%[activator]
4	Cc1nnnn1-c1cccc(-c2nc(C3CCOC3)no2)c1 (stereo unspecified)	50%[activator]
5	Cc1ccc(NC(=O)CN2C(=O)NC3(CCC(C)CC3)C2=O)cc1C (stereo unspecified)	-3%
6	COCCn1nc2n(c1=O)CCN(C(=O)CCc1c(C)noc1C)CC2	37%[activator]
7	Cc1ccccc1C(=O)N1CCC(N2CC3CCCN3C2=O)CC1 (stereo unspecified)	12%[176 µM]
8	CN(C)S(=O)(=O)N1CCCCCCNC(=O)[C@@H]2CCC[C@@H]21	43%[activator]
9	CSCC(=O)NCCC[C@H](NC(=O)[C@@H]1[C@@H](NC(=O)NC(C)C)CCN1C(=O)CSC)C(N)=O	10%
10	O=C(c1ccncc1)N1CCC2(CC1)CC(N(Cc1ccccc1)C1CC1)CCO2 (stereo unspecified)	11%
11	Cc1cc(C)cc(NC(=S)N[C@H]2CO[C@H]3[C@@H]2OC[C@H]3O)c1	9%[176 µM]
12	CN(C1CCc2nn(CC3CC3)c(=O)n2CC1)S(=O)(=O)c1cccs1 (stereo unspecified)	57%[activator]
13	COCc1cc(N2CCN(C(=O)OC(C)(C)C)C[C@@H]2C)ccc1Br	-20%
14	CC(=O)N1CCC2(C1)N=C(c1ccncc1)C(=O)N2 (stereo unspecified)	42%[176 µM]
15	CN(C)C[C@@H]1CN(c2ccncn2)C[C@H]1NC(=O)Cc1cccs1	71%[activator]
16	COCC1CN(C(C)=O)CC12CCN(C(=O)COc1ccc(Cl)cc1)CC2 (stereo unspecified)	5%
17	CCc1n[nH]c(CC2CCN(C(=O)C3CCC3)CC2)n1	5%
18	COc1ccc(CNC(=O)N2CCC(c3noc(-c4ccncc4)n3)C2)cc1 (stereo unspecified)	7%
19	CC(=O)c1ccc(N2CCN(C(=O)c3nnn4c3COC(c3ccc(F)cc3)C4)CC2)cc1 (stereo unspecified)	39%[activator]
20	COCCN1CCN(C[C@@H]2C=C(C)[C@H](Cc3nnc(-c4ccc(OC)cc4)o3)C[C@H]2C(C)C)CC1	33%
21	CCN(C(=O)CCc1cn(CC)c2ccccc12)c1ccc(Oc2cccnc2)cc1	0%
22	COc1ccc(-c2cc(C(=O)NCc3c(C)cc(C)[nH]c3=O)c3c(c2)N(C(C)C)CCO3)cc1	-25%
23	CC(C)NC(=O)C[C@@H]1C[C@H]2O[C@H](CNC3CCN(C)CC3)[C@@H](O)[C@H]2O1	8%[176 µM]
24	COc1ccc(-c2noc(N3CCc4ccccc43)n2)cc1	20%
25	CC(C)c1ccc(CC(=O)N2CCCc3ncc(C(=O)NCc4ccncc4)cc32)cc1	2%[176 µM]
26	CN1C(=O)C2(CCN(C(=O)c3ccc(Cl)cc3)C2)c2ccccc21 (stereo unspecified)	6%[6.33 µM]
27	O=C(COc1ccccc1)N1CC(F)(F)C[C@H]1c1nnc(C2CC2)o1	25%
28	Cc1noc(C)c1S(=O)(=O)N1CCc2nc3cc(-c4ccccc4)[nH]n3c(=O)c2C1	-1%
29	CN(C)Cc1nnc(C2CC(NC(=O)c3cc(-c4cccn4C)n[nH]3)C2)n1C (stereo unspecified)	5%
30	CC(C)(C)c1ccc(-c2cc(C[C@H]3CNCC[C@H]3CC(=O)NC3CCCCC3)no2)cc1	32µM*
31	CN(c1cc(=O)c2ccnc(NCc3ccc4c(c3)OCO4)c2o1)C1CCOCC1	-2%[176 µM]
32	COc1ccc(CC(=O)N2CCC(Cc3nc(-c4ccc(F)cc4)no3)CC2)cc1	2%
33	Nc1nc(C2CC(N)C2)cc(N2CCN(CC(=O)N3CCCCC3)CC2)n1 (stereo unspecified)	-7%
34	Cn1ccnc1CN1CCC2(CC1)COCCN2C(=O)OCc1ccccc1	9%[176 µM]
35	Fc1cccc(Cc2noc(-c3nc(-c4ccc5c(c4)OCO5)no3)n2)c1	8%
36	O=C(COc1ccccc1)N1CCC(Oc2ncccc2C(=O)N2CCCCC2)C1 (stereo unspecified)	8%

Among those listed so far, these contain a Cl atom.
No.	canonical_smiles	12-LOX inh
16	COCC1CN(C(C)=O)CC12CCN(C(=O)COc1ccc(Cl)cc1)CC2 (stereo unspecified)	5%
26	CN1C(=O)C2(CCN(C(=O)c3ccc(Cl)cc3)C2)c2ccccc21 (stereo unspecified)	6%[6.33 µM]

Next part
No.	canonical_smiles	12-LOX inh
37	Cc1cc(C(F)(F)F)n(-c2nc(C(=O)N3CCOCC(O)C3)cs2)n1 (stereo unspecified)	2%
38	COCCCNc1ncccc1-c1cc(-c2ccccc2)nc2c(C)noc12	?
39	COc1ccc(C2Cn3nnc(-c4nc(-c5ccc(C)c(C)c5)no4)c3CO2)cc1 (stereo unspecified)	61%[activator]
40	CC(C)(C)CC(=O)NC1CCN(c2ccc(F)cc2)C1=O (stereo unspecified)	2%
41	CCn1ncc(N2CCC(NC(=O)CN(C)C)CC2)cc1=O	44%[activator]
42	CCCN1CCCC2(Cc3ccccc3CN(C(=O)C3CCN(C)CC3)C2)C1 (stereo unspecified)	4%[6.33 µM]
43	COc1ccc(C(=O)N2CC(N(C3CCOCC3)S(C)(=O)=O)C2)cn1	38%[activator]
44	Cc1oc(-c2cccc(F)c2F)nc1CN(C)Cc1ccc(C(F)(F)F)cc1	55%[activator]
45	Cn1nnc(-c2ccc(C(=O)N[C@H]3C[C@@H]4OCC[C@H]34)cc2)n1	10%
46	CCO[C@H]1CN(C(=O)COc2ccc(-n3cnnn3)cc2)C[C@@H]1O	8%
47	O=C(Cc1ccccc1)N1CCC2(CC1)CC(N(Cc1ccc(F)cc1)C1CC1)CCO2 (stereo unspecified)	11%
48	COC(=O)c1cc2c(c3c4cc(OC)ccc4n(S(=O)(=O)c4ccc(OC)cc4)c13)C(=O)N(Cc1ccccc1OC)C2	-22%
49	Cc1ccc(S(=O)(=O)Cc2noc([C@@H]3C[C@@H](O)CN3C3CCOCC3)n2)cc1	16%[176 µM]
50	CCc1c(C)nn(CC(=O)NC2CCCN(c3ncccn3)C2)c1C (stereo unspecified)	?
51	O=C(c1ccncc1)N1CCC(c2noc(COc3ccc(F)cc3)n2)CC1	40%[activator]
52	Cc1nocc1C(=O)N1C[C@@H](COCC2CC2)[C@H](c2ccccn2)C1	73%[activator]
53	O=S(=O)(c1ccccc1)N1CCN(c2cc(C3CC(O)C3)ncn2)CC1 (stereo unspecified)	28%&10%
54	C=CCNC(=O)N[C@H]1C[C@@H](C(=O)N[C@@H](Cc2ccc(OC)cc2)C(N)=O)N(C(=O)CC(C)(C)C)C1	5%
55	COc1cccc(CC(=O)N2CCCCCCNC(=O)[C@H]3CCCC[C@H]32)c1	10%
56	O=C(Nc1ccc(F)cc1)c1cc2cccnn2n1	80%[activator][176 µM]
57	COc1cccc(-c2ccc(NC(=O)C3CCCN3C(=O)Cn3cccn3)cc2)c1 (stereo unspecified)	53%[activator]
58	O=C(NCC1CCN(C(=O)C(=O)c2cccs2)CC1)c1ccc2ccccc2c1	-8%
59	COc1cc(Cl)c(C)cc1NC(=O)Cn1ccn2nc(-c3ccccc3)c(CO)c2c1=O	?
60	Cc1cnc(C)n1C1CCN(S(=O)(=O)c2ccccc2)CC1	65%[activator]

Reprinted at random: 2 records from the list
No.	canonical_smiles	12-LOX inh
28	Cc1noc(C)c1S(=O)(=O)N1CCc2nc3cc(-c4ccccc4)[nH]n3c(=O)c2C1	-1%
20	COCCN1CCN(C[C@@H]2C=C(C)[C@H](Cc3nnc(-c4ccc(OC)cc4)o3)C[C@H]2C(C)C)CC1	33%

Going on with the list:
No.	canonical_smiles	12-LOX inh
61	O=C(NCCN1CCCCC1)[C@H]1C[C@@H](O)[C@H](O)[C@@H]2N=C(Nc3ccc4c(c3)OCO4)S[C@@H]21	21%
62	COCCN1CCCN(C(=O)C2CCC2)c2ccccc21	7%
63	COc1cccc(CNC(=O)C2Cn3cccc3C(=O)N2)c1 (stereo unspecified)	12%
64	COc1cccc(NC(=O)N(C)C[C@H]2OCc3ccccc3-c3c(n(C)c4ccccc34)C(=O)N([C@H](C)CO)C[C@H]2C)c1	-3%
65	O[C@@H]1C[C@@H](c2nnc3n2CCN(Cc2cccc4[nH]ccc24)C3)N(Cc2ccccc2)C1	73%[activator]
66	CCn1cc(-c2ccc(C)cc2)cc1C(=O)N1CCC(C)CC1	?
67	CC1=C(C(=O)N2CC(c3noc(COc4ccc(C)cc4)n3)C2)C2(CCCCC2)OC1=O	31%[activator]
68	COc1ccccc1CN1CCC(CN(CC(C)C)C(=O)C2CCCN2)CC1 (stereo unspecified)	11%
69	COc1cc(SC)ccc1C(=O)N[C@H]1CCN2C(=O)N(c3ccc(C)cc3)C(=O)[C@@H]2C1	-30%
70	COc1ccccc1C(=O)N1CCCn2nc(C)c(-c3ccccc3C(C)C)c21	-2%[176 µM]
71	Cc1noc(C)c1C(=O)N1CCCn2ccnc2C1c1cnn(C)c1 (stereo unspecified)	39%[activator]
72	CCN1CCN(CCNC(=O)C2N(C(C)C)C(=O)C23CCCCC3)CC1 (stereo unspecified)	-2%

Six structures already listed, ordered by molecular weight, ascending:
No.	canonical_smiles	12-LOX inh
8	CN(C)S(=O)(=O)N1CCCCCCNC(=O)[C@@H]2CCC[C@@H]21	43%[activator]
46	CCO[C@H]1CN(C(=O)COc2ccc(-n3cnnn3)cc2)C[C@@H]1O	8%
50	CCc1c(C)nn(CC(=O)NC2CCCN(c3ncccn3)C2)c1C (stereo unspecified)	?
12	CN(C1CCc2nn(CC3CC3)c(=O)n2CC1)S(=O)(=O)c1cccs1 (stereo unspecified)	57%[activator]
67	CC1=C(C(=O)N2CC(c3noc(COc4ccc(C)cc4)n3)C2)C2(CCCCC2)OC1=O	31%[activator]
59	COc1cc(Cl)c(C)cc1NC(=O)Cn1ccn2nc(-c3ccccc3)c(CO)c2c1=O	?

Additional results follow.
No.	canonical_smiles	12-LOX inh
73	Cc1cccc(NC(=O)NC2CCN(C(=O)N3CC4CC(C3)[C@H]3CCCC(=O)N3C4)CC2)c1 (stereo partly specified)	48%[activator]
74	COc1ccc(OCc2nc(C3CN(C(=O)C4(c5ccc(OC)cc5)CC4)C3)no2)cc1	5%
75	Cn1cnc(S(=O)(=O)N2CCCC(C(=O)NC3CCCCC3)CCNC(=O)CC2)c1 (stereo unspecified)	27%
76	CNCc1ccc(C(F)(F)F)cc1	6%[12.5 µM]
77	O=C(C1CCCC1)N1CCN(C2CCN(CCc3ccccc3)C2=O)CC1 (stereo unspecified)	2%
78	CN1C(=O)c2cccn2CC1C(=O)O (stereo unspecified)	-2%
79	COc1ccc(-c2cc(N3CCC(NC(=O)Cc4ccccc4Cl)CC3)n[nH]2)cc1	29%
80	COc1cccc(CNC(=O)[C@H]2CCCN2C(=O)[C@H]2CCCN2C(=O)c2c(F)cccc2F)c1	-5%
81	Cc1cc(C(=O)NCc2c[nH]c3ncccc23)ccc1Cl	34%[activator][176 µM]
82	COc1ccc(NC(=O)N2CCC3(CC2)CC(N(C(=O)NC(C)C)C2CC2)CCO3)cc1 (stereo unspecified)	?
83	O=C(c1ccc(Cn2ccnc2)o1)N1CCC2(CC1)NCCc1c2[nH]c2ccccc12	41%[activator]
84	O=C(NCc1ccco1)N1CCc2nc3cc(-c4ccccc4Cl)[nH]n3c(=O)c2C1	51%[activator]

Quoted from the listing:
For 12-LOX inh, cpd 81 has the entry 34%[activator][176 µM]
For 12-LOX inh, cpd 80 has the entry -5%
For 12-LOX inh, cpd 84 has the entry 51%[activator]

(further entries)
No.	canonical_smiles	12-LOX inh
85	COc1ccc(OC)c(CN2CCC3OCCN(Cc4ccccc4F)C(=O)C3C2)c1 (stereo unspecified)	23%[176 µM]
86	CCC(C)(C)C(=O)N1CCC(N2C(=O)CCC2C(=O)NC(C)C)CC1 (stereo unspecified)	30%[activator]
87	CCN1C(=O)C2CC3(CCN(C(=O)CC(C)C)CC3)CN2C1=O (stereo unspecified)	41%
88	COc1cc(F)ccc1-c1ccnc2nc(-c3cccs3)nn12	-16%
89	CC1(C(=O)Nc2ccc(C(N)=O)cc2)CCCc2cnc(Nc3ccccc3)nc21 (stereo unspecified)	-19%[176 µM]
90	Cc1nc(-c2cn(C3CCCN(C(=O)c4ccccc4F)C3)nn2)no1 (stereo unspecified)	26%
91	COc1ccccc1C(=O)NCCn1ccn2nc(-c3cc(C)ccc3C)cc2c1=O	8%
92	CCn1cc(CN2CCN(C(=O)C3CCCNC3)CC2)ccc1=O (stereo unspecified)	?
93	CCc1ncc(C(=O)N2CCCC(CCc3cccc(C(F)(F)F)c3)C2)cn1 (stereo unspecified)	13%
94	COc1ccc(-c2noc(-c3cccn3CC(=O)NCCc3ccccc3)n2)cc1F	-14%
95	COc1cccc(C(=O)NCC2CCN(C(=O)C(=O)c3cc4ccccc4o3)CC2)c1	-9%
96	COC(=O)NC(C)C(=O)N1Cc2cnc(Cc3ccc(OC)cc3)nc2C1 (stereo unspecified)	15%
97	CC(C)NC(=O)c1cc(C(C)(C)C)c2cccn2n1	6%[12.5 µM]
98	CCC1(N2CCN(C(=O)c3ccc(F)c(Cl)c3)CC2)CCN(C(=O)NC)C1 (stereo unspecified)	41%[activator]
99	CCCCCCCCN1C(=O)[C@@H](CC(=O)NCc2cccc3ccccc23)C[C@@]2(C(=O)OC)C1=C[C@H](C(C)(C)C)O[C@@H]2C	0%
100	Cc1ccc2c(c1)C(O)(C1C(=O)N(C)c3ccccc31)C(=O)N2Cc1ccccc1 (stereo unspecified)	-12%
101	COc1cccc(N2C(=O)NC(=NC3CCCCC3)C23CCN(C(=O)c2ccccc2F)C3)c1 (stereo unspecified)	24%
102	CN1C[C@@H](NC(=O)CC(C)(C)C)C[C@H]1c1nc(Cc2ccccc2)no1	19%[176 µM]
103	O=C1Cc2c(-c3ccccc3Cl)n[nH]c2CN1Cc1ccccn1	-1%[176 µM]
